Screens (PubChem)
G9a block: inhibitors of human histone lysine methyltransferase G9a; Q96KQ7; Potency, µM (titrated, usually from 102 µM), for the others: at the top dose activity, negative = inhibition, usual class: inhibitors; actives 8.8% (n = 350,000); G9a H3K9 monomethylation, AlphaScreen, 2 h; AID 504332; note: potency is the fitted concentration of half-maximal effect; % is set by controls: 0 for no effect and ±100 for the full control effect; nearly all actives have a fitted effect of over 75% in size
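AlphaScreen detection with an anti-monomethyl H3K9 antibody quantified product after a 2 h room-temperature reaction containing 500 nM biotinylated H3K9 peptide, 20 µM SAM and 20 nM enzyme, which had been preincubated 15 min with compound.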
Pin1 inhibitor: inhibitors of human Pin1; Q13526; Pin1 FP peptide displacement, HiFluor488, 10 min; Potency, µM (top dose mostly 115 µM), for the others: at the highest dose activity, negative = inhibition, actives largely listed as inhibitors; actives 0.009% (n = 390,000); AID 504891; active = well fitted inhibition curve with a large enough effect in the polarisation, with a control signal flat, not every such curve was filed as active; inconclusive = small, poorly fitted or top-dose-only effect, or effect the other way, or a change in a side signal; inactive = no such curve, though single readings can be large or run the other way; the % refers to the polarisation; note: potency is the fitted concentration of half-maximal effect; % is set by controls: 0 for no effect and ±100 for the full control effect
PI4K2A inh: blocks human PI4K2A kinase activity. Q9BTU6. purified PI4K2A, ADP-Glo luminescence, 1 h; stronger effect = lower value. activity change, negative = inhibition, % at 76.9 µM. actives 0.13% (n = 420,000); in the data active = activity change below about -50%; inconclusive = mostly about -30% to -49%;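 note: -100% = wells without enzyme as full effect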
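PI4K2A activity was measured by ADP-Glo luminescence: enzyme (4 ug/mL stock) and phosphatidylinositol (1.2 mM stock) in Tris pH 7.5/MgCl2/EGTA/Triton X-100 buffer were reacted with ATP (300 microM stock) for one hour at ambient temperature.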
GLS inhibitor: glutaminase GLS (human) inhibition; Potency, µM (series often up to 45.5 µM), without a hit: top-dose activity change, negative = inhibition, actives largely listed as inhibitors; GLS enzymatic activity, qHTS titration; actives 0.21% (n = 410,000); note: potency is the fitted concentration of half-maximal effect; % is set by controls: 0 for no effect and ±100 for the full control effect
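Read-out is an Amplex red fluorescence increase coupled through glutamate oxidase and HRP, measured before and after 30 min room-temperature incubation. hKGA is in 45 mM KH2PO4 (pH 8.2) with 0.02% Tween-20; glutamine added as 1mM solution.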
BAZ2B block: blocks human BAZ2B | actives 4.4% (n = 360,000) | AlphaScreen BAZ2B-H3K14Ac peptide displacement | Potency, µM (top dose mostly 114 µM), for inactives: top-dose activity change, negative = inhibition, usual class: inhibitors; note: potency is the fitted concentration of half-maximal effect; % is set by controls: 0 for no effect and ±100 for the full control effect; nearly all actives have a fitted effect of over 60% in size
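Complex of BAZ2B and biotin-H3K14Ac (50 nM apiece) forms over 30 min at RT, then faces library compounds up to 110 uM for another 30 min; AlphaScreen beads added, 20 min dark incubation, luminescence read.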
PGK inhibitor: T. brucei PGK inhibition. P07378. PGK/GAPDH coupled, Kinase-Glo luminescence, 60 min. Potency, µM (doses to about 57.5 µM), for the others: at the top dose activity change, negative = inhibition, hits mostly inhibitors. actives 0.043% (n = 380,000). AID 602233; note: potency is the fitted concentration of half-maximal effect; % is set by controls: 0 for no effect and ±100 for the full control effect; nearly all actives have a fitted effect of over 60% in size
Target sequence (P07378 whole entry, looked up): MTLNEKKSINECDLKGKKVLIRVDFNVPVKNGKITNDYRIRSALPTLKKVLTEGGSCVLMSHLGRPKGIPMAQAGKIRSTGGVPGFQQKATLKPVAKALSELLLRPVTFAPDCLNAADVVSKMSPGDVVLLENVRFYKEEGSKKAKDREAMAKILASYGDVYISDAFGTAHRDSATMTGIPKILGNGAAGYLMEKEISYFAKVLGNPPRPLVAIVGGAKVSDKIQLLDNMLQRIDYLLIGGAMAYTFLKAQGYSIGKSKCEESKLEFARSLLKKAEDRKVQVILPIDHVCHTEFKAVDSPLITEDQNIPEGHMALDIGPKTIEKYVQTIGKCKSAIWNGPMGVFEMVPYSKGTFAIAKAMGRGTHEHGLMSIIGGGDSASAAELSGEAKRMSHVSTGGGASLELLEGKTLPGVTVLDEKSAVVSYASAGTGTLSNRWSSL
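Recombinant glycosomal PGK reaction used 1,3-bisphosphoglycerate generated in-well by GAPDH (100nM final) in 100mM TEA pH 7.6, 5mM MgCl2, 0.01% Tween-20. After 60 minutes at room temperature, ATP was read by Kinase-Glo Plus luminescence end-point.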
JMJD2A Tudor: inhibitors of human JMJD2A Tudor domain; O75164; Potency, µM (doses to about 114 µM), inactives show at the highest dose activity change, negative = inhibition, usual class: inhibitors; AlphaScreen JMJD2A-Tudor / H3K4me3 peptide binding; actives 4.4% (n = 390,000); note: potency is the fitted concentration of half-maximal effect; % is set by controls: 0 for no effect and ±100 for the full control effect; nearly all actives have a fitted effect of over 50% in size
HP1b chromo inh: HP1-beta chromodomain-methylated histone interaction inhibition; AlphaScreen HP1-beta / biotin-H3K9me3 peptide binding; P83916; actives 0.56% (n = 390,000); Potency, µM (titrated, usually from 114 µM), for inactives: top-dose activity change, negative = inhibition, actives largely listed as inhibitors; note: potency is the fitted concentration of half-maximal effect; nearly all actives have a fitted effect of over 70% in size; inactives centre near 23
Target sequence (P83916 whole entry, looked up): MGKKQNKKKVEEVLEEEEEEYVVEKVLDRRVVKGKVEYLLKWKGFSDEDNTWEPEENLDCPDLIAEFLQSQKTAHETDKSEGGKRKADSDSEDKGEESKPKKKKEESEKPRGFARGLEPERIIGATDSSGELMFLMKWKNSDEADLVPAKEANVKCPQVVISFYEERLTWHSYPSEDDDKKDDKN
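Compound inhibition of the preformed complex between 50 nM HP1-beta and 50 nM biotinylated H3K9me3 peptide was read by AlphaScreen. Buffer was PBS pH 7.4 with 0.01% Tween-20. Incubations ran 30 min at room temperature, with 10 ug/mL donor/acceptor beads.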
ERG-DNA inh: ERG Ets/DNA interaction inhibition; Potency, µM (highest dose often 76.9 µM), for inactives: top-dose FP activity, negative = inhibition, hits mostly inhibitors; actives 0.028% (n = 370,000); fluorescence polarization, His-ERG Ets domain / labelled DNA; active = well fitted inhibition curve with a large enough effect in the polarisation, with a control signal flat; inconclusive = small, poorly fitted or top-dose-only effect, or effect the other way, or a change in a side signal; inactive = no such curve, though single readings can be large or run the other way; the % refers to the polarisation;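 note: polarization taken with two DNA probes labelled with fluorescein and Texas red; potency is the fitted concentration of half-maximal effect; % of control where 0% means no effect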
Target sequence (P11308 whole entry, looked up, the tested form may be a part): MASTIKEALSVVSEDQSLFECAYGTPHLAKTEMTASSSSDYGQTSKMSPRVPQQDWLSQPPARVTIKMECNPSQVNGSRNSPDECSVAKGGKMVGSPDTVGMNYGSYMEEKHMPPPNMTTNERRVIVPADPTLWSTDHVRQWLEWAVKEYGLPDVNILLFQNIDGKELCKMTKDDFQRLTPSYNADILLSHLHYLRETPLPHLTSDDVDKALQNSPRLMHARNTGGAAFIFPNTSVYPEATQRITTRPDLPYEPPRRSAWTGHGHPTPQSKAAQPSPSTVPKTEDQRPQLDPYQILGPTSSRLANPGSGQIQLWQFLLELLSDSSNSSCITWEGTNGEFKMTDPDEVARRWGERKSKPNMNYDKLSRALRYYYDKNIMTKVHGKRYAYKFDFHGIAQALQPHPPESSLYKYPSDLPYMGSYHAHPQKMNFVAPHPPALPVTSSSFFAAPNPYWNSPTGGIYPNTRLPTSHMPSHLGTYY
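His-tagged ERG Ets domain (1 uM in the protein solution; 300mM KCl, 50mM Tris-HCl, 1mM EDTA, 1mM DTT, pH 7.5) received compound, then a probe mix of 5 nM fluorescein-DNA and 100nM Texas-615-DNA. Fluorescence polarization was read for both dyes.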
Starred values were filed as active, the others as inactive; i = inactive; ? = inconclusive; nt = no result given; & = joins results of further samples; [ ] = dose if it differs, or a comment. Unless noted, calls come from the whole dose curve; as a rule, active = well fitted curve in the direction sought with a large enough effect; inconclusive = small, poorly fitted or top-dose-only effect, or another doubt; inactive = no such curve, though single readings can be large; an effect the other way counts as inactive or inconclusive. Random draw from the library (roughly 11% active in at least one column).

smiles	GLS inhibitor	JMJD2A Tudor	Pin1 inhibitor	PI4K2A inh	PGK inhibitor	BAZ2B block	HP1b chromo inh	ERG-DNA inh	G9a block
Cc1ccnc(NS(=O)(=O)Cc2ccccc2)c1	-28%	-17%	-3%	2	3%	0%	54%[activator]	-10%	?
COc1ccc(NC(=O)CCc2nc3cccnc3n2-c2ccccc2)cc1Cl	-8%	-14%	20%	-4	-16%	-25%	30%	-4%	-32%[59 µM]
O=C(Nc1cc(S(=O)(=O)N2CCCCC2)ccc1Cl)C1COc2ccccc2O1 (stereo unspecified)	-8%	-20%	46%[activator]	1	-2%	nt	13%	18%	nt
CCN(CC(=O)Nc1ccc(NC(C)=O)cc1)C(=O)CCCc1nc2ccccc2s1	-3%	-1%	-3%	-4	-8%	-6%	35%	5%	7%[12.7 µM]
CCCc1ccc(Oc2cc(Cl)nc(N)n2)cc1	0%	7%	-8%	-4	-2%	11%	20%	2%	11%[59 µM]
Nc1c(N2CCCC2)cc(Cl)c2nonc12	19%	?	?	-66*	-21%	-23%	-45%	0%	4.5µM*
CCCCn1c(N)c(N(CCOC)C(=O)C2CC(=O)N(c3ccc(CC)cc3)C2)c(=O)[nH]c1=O (stereo unspecified)	0%	-6%	7%	1	6%	1%	45%[activator]	-4%	-6%[12.7 µM]
COc1ccc(-n2c(SCC(=O)N3CCOCC3)nnc2C(C)N2CCCCC2)cc1 (stereo unspecified)	-1%	-10%[11.4 µM]	0%	-3	-1%	2%	28%	5%	9%[12.7 µM]
Cc1ccc(/C=N/NC(=O)COc2ccc(Cl)c(C)c2)o1	5%	-26%	-3%	5	-6%	-4%	7%	17%	-4%
O=C(CNC(=O)c1ccccc1Br)N/N=C/c1cccnc1	-3%	-15%	2%	6	-1%	-19%	30%	-2%	-1%
CCCc1cc(C(F)(F)F)c(C#N)c(=O)[nH]1	16%	0%	3%	13	10%	-5%	41%	1%	3%[59 µM]
CCCCNC(=O)c1ccc2nc(-c3ccco3)c(-c3ccco3)nc2c1	-1%	25µM*	nt	?	-8%	50µM*	?	25%	7.9µM*
COCCNS(=O)(=O)c1ccc(C)c(C)c1C	1%	2%	-5%	4	0%	-6%	15%	9%	7%
CC(=O)Nc1c(Cl)cc(Cl)c2c1Cc1cc(Cl)ccc1-2	-15%	-15%	43%[activator]	3	-4%	nt	1%[57 µM]	-2%	nt
Cc1ccc(S(=O)(=O)NN=C2CCN(Cc3ccccc3)CC2)cc1	-15%	-4%	1%	3	-8%	0%	33%	-25%	18%[59 µM]
Cc1cc(C)nc(NC(=O)c2c(-c3ccccc3Cl)noc2C)n1	5%	-20%	3%	5	3%	-2%	20%	-8%	-34%[59 µM]
COc1ccc(-c2csc(NC(=O)COC(=O)c3ccco3)n2)cc1	-3%	0%	-1%	-1	-1%	-28%	29%	13%	2%[59 µM]
Cc1cccc(NC(=O)COC(=O)COc2ccc3c(c2)CCC3)c1	-1%	-11%	4%	-3	-2%	10%	19%	5%	2%[12.7 µM]
CCOC(=O)/C=C/[C@H]1CC(c2ccccc2)(c2ccccc2)CO1	-10%	72%[activator]	26%	2	-1%	78%[activator]	150%[activator]	7%	2%[0.501 µM]
Cc1nc(-c2ccc(Cl)cc2)sc1C(=O)CBr	11%	?	-3%	10	-1%	?	6%	2%	?
CCOC(=O)CN(C)Cc1cn[nH]c1-c1ccc2cc(OC)ccc2c1	-14%	-13%	-6%	4	i	-24%	33%	-3%	11%
NC(N)=NNC(=O)c1ccccc1Cl	25%	?	9%	0	-3%	-12%	40%[activator]	-2%	3%
COCCNc1ncnc2c1cnn2Cc1ccccc1Cl	-13%	-8%	-5%	-11	nt	3%	32%	26%	15%
CC[C@]12c3[nH]c4cc(-c5ccco5)ccc4c3CCN1C(=O)[C@@H](CC(=O)NCc1cccc(C(F)(F)F)c1)C[C@@H]2C(=O)N1CCN(C(=O)C2CC2)CC1	0%	-31%	24%	-2	-4%	nt	-5%	13%	nt
Cc1cccnc1NC(=O)c1ccc(C(=O)c2ccccc2)cc1	-4%	3%	-2%	3	-2%	3%	22%	-2%	-14%[59 µM]
CCOc1ccccc1C(=O)NC(C)CCc1ccccc1 (stereo unspecified)	0%	11%	-4%	-3	-12%	nt	54%[activator]	-16%	nt
CCNC(=S)N(CCc1ccccc1C)Cc1cc2cc(OC)c(OC)cc2[nH]c1=O	2%	-17%	-7%	-1	-6%	-6%	22%	8%	11%[59 µM]
COc1ccc(NC(=O)Cn2cnc3sc(C)c(S(=O)(=O)N4CCN(C)CC4)c3c2=O)cc1OC	8%&2%	-28%&-17%	-2%&1%	-1&-13	-7%	11%&-12%	-11%&13%	-17%&-17%	-1%
COC(=O)C1=C(C)N(CCCC(=O)O)C(=O)NC1c1cc2c(cc1[N+](=O)[O-])OCO2 (stereo unspecified)	2%	35µM*	?	-2	-3%	?	-10%	2%	7.9µM*
CN(C)C(=O)C12CCC(C)(C(=O)C1Br)C2(C)C (stereo unspecified)	0%	-9%	9%	1	4%	-6%	53%[activator]	5%	-35%
O=C(CSc1nc2ccccc2s1)N1CCN(C(=O)c2ccco2)CC1	-9%	-17%	23%	-15	i	7%	34%	-15%	?
Cc1cccc(CSc2cn(CC(=O)N3CCCCCC3)c3ccccc23)c1	-4%	-2%	-4%	1	-6%	-25%	53%[activator]	3%	-13%[59 µM]
COc1cccc(N2CC(C(=O)NCc3n[nH]c(=O)c4ccccc34)CC2=O)c1 (stereo unspecified)	2%	-11%	-1%	1	i	10%	2%	11%	-8%[2.33 µM]
Cc1c(C(=O)NCc2ccccc2CN2CCCC2)oc2c(F)cccc12	-10%	-28%	4%	5	-1%	1%	18%	2%	5%[59 µM]
CCc1csc(CNC(=O)C2CCC(=O)N(Cc3cccc(F)c3)C2)n1 (stereo unspecified)	3%	-9%	7%	1	3%	-1%	31%	2%	nt
CC1(C)CC(=O)c2sc(NC(=O)CCS(=O)(=O)c3ccccc3)nc2C1	4%	-12%	8%	2	0%	10%	27%	3%	12%[59 µM]
Cc1ccc(Cc2nnc(SCC(=O)Nc3ccc(C)cc3C)[nH]c2=O)cc1	4%	-12%	-6%	2	i	-34%	35%	5%	-35%
CCOc1cc(C2c3c(oc4ccc(F)cc4c3=O)C(=O)N2Cc2ccc(C)cc2)ccc1O (stereo unspecified)	-2%	2%	1%	-1	-4%	30%	38%	12%	58%[59 µM]
Cc1ccc(S(=O)(=O)N2CCOCC2)cc1NC(=O)CSc1nnc(COc2ccccc2F)n1N	0%	-19%	1%	4	7%	nt	17%	nt	nt
COC(=O)c1oc2ccc(Br)cc2c1NC(=O)CCCN1C(=O)c2ccccc2C1=O	0%	-3%	2%	-3	7%	11%	23%	-5%	12%[59 µM]
S=c1[nH]nc(COc2ccccc2)n1/N=C/c1ccccc1Br	9%	-26%	0%	-13	0%	-17%	4%	-3%	8.9µM*
CC1CCCCN1C(=O)CSc1nc2ccccc2n1CC(=O)N1CCc2ccccc21 (stereo unspecified)	-1%	-7%	14%	0	i	-33%	33%	0%	?
CCc1cccc(NC(=O)c2cc3c(=O)oc4ccc(C)cc4c3s2)c1	1%	-11%	-2%	-2	7%	-5%	22%	5%	-6%[59 µM]
Cn1nc(-c2ccc(N3CCCCC3)c(NC(=O)c3ccco3)c2)c2ccccc2c1=O	9%	-27%	3%	6	-4%	?	-12%	-5%	40µM*
COc1ccc(CCNC(=O)Cn2cnc3c(nnn3Cc3ccc(C)cc3)c2=O)cc1OC	5%	-13%	2%	3	-7%	3%	10%	nt	-10%[59 µM]
O=C(NCC1CCN(Cc2ccccc2Cl)CC1)Nc1cccc(Cl)c1	-14%	-14%	-12%	4	0%	-1%	39%	-7%	-3%[59 µM]
Cc1ccc(-c2nn(-c3ccccc3)cc2/C=N/NS(=O)(=O)c2ccccc2)cc1	3%	-31%	2%	-4	nt	-1%[57.1 µM]	24%	nt	9%
CC(=O)N1CCN(c2nnnn2-c2ccccc2)CC1	-4%	16%	-2%	9	-2%	7%	40%	-3%	4%[59 µM]
O=Cc1ccc(-c2nc3ccccc3s2)o1	20%	-15%	16%	-5	-14%	-21%	19%	-3%	-2%
COc1cc(-c2oc3ccc(C)cc3c(=O)c2O)cc(OC)c1OC	3%	16%	?	0	1%	15%	70%[activator]	8%	2%[59 µM]

(listing goes on)
smiles	GLS inhibitor	JMJD2A Tudor	Pin1 inhibitor	PI4K2A inh	PGK inhibitor	BAZ2B block	HP1b chromo inh	ERG-DNA inh	G9a block
Cc1c(NC(=O)COC(=O)c2cccn2C)c(=O)n(-c2ccccc2)n1C	-3%	-8%	4%	-1	6%	nt	18%[57 µM]	-4%	nt
CC1CC(C)CN(C(=S)SCc2nc(N)nc(Nc3ccccc3)n2)C1 (stereo unspecified)	0%	?	?	0	-8%	-32%	3%	0%	?
COc1cccc(C(C(=O)NC2CCCC2)N(Cc2ccccc2OC)C(=O)c2ccco2)c1 (stereo unspecified)	-19%	4%	-2%	-7	8%	1%	19%	5%	5%[59 µM]
Cc1nn2c3c(cnc2c1-c1ccc(Cl)cc1)C(=O)CC(c1ccc(C(C)C)cc1)C3 (stereo unspecified)	-3%	6%	-4%	1	-7%	-15%	58%[activator]	1%	7%[59 µM]
CCOC(=O)c1cc(OC(=O)c2ccccc2C)n(-c2ccccc2)n1	18%	-6%	-2%	-1	2%	-17%	47%[activator]	-8%	16%[59 µM]
